High-throughput results as filed in PubChem.
aSyn yeast inh = alpha-synuclein toxicity inhibition in yeast; Yeast expressing alpha-synuclein, growth rescue, BacTiter-Glo, 24 h; Potency, µM (titrated, usually from 46.1 µM), for the others: at the top dose growth rescue (activation), most hits filed as activators; actives 0.14% (n = 370,000); AID 652106; note: % of control where 0% means no effect; nearly all actives have a fitted effect of over 65% in size
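Screening used galactose-induced yeast with toxic alpha-synuclein levels, exposed to compound for 24 hr at 30 deg C. Cell growth, read with BacTiter-Glo luminescence, gave the measured signal.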
EPAC1 ag = agonists of human EPAC1; EPAC1 agonist qHTS, biochemical assay; response scale: 100% = response to 6.5 mM cAMP; AID 720707; Potency, µM (top dose mostly 154 µM), without a hit: top-dose activation, hits mostly activators; O95398; actives 0.073% (n = 360,000); note: nearly all actives have a fitted effect of over 60% in size
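EPAC1 100 nM, Rap1B–BODIPY-GDP 250 nM, unlabeled GDP 50 uM; compound titration; 5 min RT; kinetic read ex480/em540 at 5-min intervals ×30 min; data normalized to 6.5 mM cAMP agonist control.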
EPAC2 agonist = EPAC2 (human) agonism | EPAC2 activation, biochemical qHTS; response scale: 100% = 6.5 mM cAMP response | actives 0.079% (n = 360,000) | Q8WZA2 | Potency, µM (top dose mostly 154 µM), for inactives: at the highest dose activation, actives largely listed as activators; note: nearly all actives have a fitted effect of over 50% in size
Target sequence (Q8WZA2 whole entry, looked up): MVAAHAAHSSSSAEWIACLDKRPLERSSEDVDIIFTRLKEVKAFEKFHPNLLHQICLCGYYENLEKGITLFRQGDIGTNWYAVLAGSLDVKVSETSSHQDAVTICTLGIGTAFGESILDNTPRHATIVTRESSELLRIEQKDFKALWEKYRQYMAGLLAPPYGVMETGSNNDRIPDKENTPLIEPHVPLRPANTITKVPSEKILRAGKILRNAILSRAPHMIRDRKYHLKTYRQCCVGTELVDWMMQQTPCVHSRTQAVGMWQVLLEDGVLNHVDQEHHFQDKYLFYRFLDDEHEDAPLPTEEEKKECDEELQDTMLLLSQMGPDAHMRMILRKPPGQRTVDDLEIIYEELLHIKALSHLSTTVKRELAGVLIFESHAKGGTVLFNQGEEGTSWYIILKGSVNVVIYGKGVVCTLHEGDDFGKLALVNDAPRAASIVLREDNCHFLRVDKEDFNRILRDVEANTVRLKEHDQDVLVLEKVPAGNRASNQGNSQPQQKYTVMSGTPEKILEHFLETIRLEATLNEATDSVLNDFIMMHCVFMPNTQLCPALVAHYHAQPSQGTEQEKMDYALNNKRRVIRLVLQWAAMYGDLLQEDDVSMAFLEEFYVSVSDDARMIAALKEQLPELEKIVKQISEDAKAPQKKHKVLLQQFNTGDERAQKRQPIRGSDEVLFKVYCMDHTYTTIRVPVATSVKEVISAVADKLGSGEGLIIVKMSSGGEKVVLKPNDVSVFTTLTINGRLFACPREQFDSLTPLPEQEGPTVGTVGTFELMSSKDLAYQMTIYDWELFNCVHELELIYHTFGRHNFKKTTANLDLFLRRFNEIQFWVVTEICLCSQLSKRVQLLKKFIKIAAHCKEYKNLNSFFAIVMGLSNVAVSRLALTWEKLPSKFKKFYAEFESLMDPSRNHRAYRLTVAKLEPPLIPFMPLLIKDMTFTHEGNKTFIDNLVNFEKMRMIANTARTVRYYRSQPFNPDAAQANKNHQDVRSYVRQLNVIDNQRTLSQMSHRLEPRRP
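Guanine nucleotide exchange by EPAC2 is measured as reduced fluorescence of BODIPY-GDP once it is released from 250 nM Rap1B. Plates are read kinetically for 30 min at room temperature; results are scaled to 6.5 mM cAMP.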
EPAC1 antagonist = blocks human EPAC1 exchange factor | O95398 | EPAC1 GEF assay, Rap1b-BODIPY-GDP exchange fluorescence | Potency, µM (series often up to 115 µM), for inactives: at the highest dose activity change, negative = inhibition, hits mostly inhibitors | actives 0.14% (n = 360,000) | AID 720709;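 note: plate controls were vehicle for no effect and positive control for full effect; nearly all actives have a fitted effect of over 50% in size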
PTHR1 ag = agonists of human PTHR1 parathyroid hormone receptor; HEK293 GP2 PTHR1 cells, GloSensor cAMP luminescence, 1 h; Potency, µM (doses to about 115 µM), inactives show top-dose activation, hits mostly activators; actives 0.075% (n = 410,000); Q03431; note: nearly all actives have a fitted effect of over 55% in size; some results filed as inactive show a strong effect at the top dose; inactives centre near -15; many of its hits are not listed in these tables
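HEK-293-derived GP2 cells expressing PTHR1 and a GloSensor cAMP reporter, 3,000/well, plated overnight, given luciferin plus IBMX (each 0.5 mM as added) for 1 h at 37 °C, then compound for 1 h at 37 °C. Luminescence was read after 15 min at room temperature.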
TDP43 rescue = TDP-43 toxicity inhibition in yeast; TDP-43 expressing yeast growth rescue, BacTiter-Glo, 24 h; actives 1.8% (n = 410,000); Potency, µM (highest dose often 46.1 µM), inactives show top-dose growth rescue (activation), most hits filed as activators; note: % of control where 0% means no effect; nearly all actives have a fitted effect of over 50% in size
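Yeast expressing TDP-43 (pregrown in raffinose, seeded at OD600=0.02 in galactose medium) exposed to compounds 24 hr at 30 deg C. Growth read by BacTiter-Glo luminescence; rescue of toxicity appears as increased signal.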
FUS yeast rescue = rescues growth of FUS-expressing yeast | S. cerevisiae FUS-expressing, growth rescue, OD600, 24 h | Potency, µM (titrated, usually from 76.6 µM), for inactives: at the highest dose growth rescue (activation), actives largely listed as activators | actives 0.24% (n = 390,000);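 note: plate controls were DMSO vehicle for no effect and reference control for full effect; nearly all actives have a fitted effect of over 55% in size; some results filed as inactive show a strong effect at the top dose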
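Restored growth of FUS-toxic S. cerevisiae, read as 600 nm absorbance after 24 h at 30C in galactose medium (starting OD 0.005). Controls CP55940 and DMSO.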
EPAC2 antagonist = blocks human EPAC2 exchange factor; Q8WZA2; EPAC2 GEF exchange of Rap1B-BODIPY-GDP, fluorescence; Potency, µM (series often up to 114 µM), for the others: at the highest dose activity, negative = inhibition, usual class: inhibitors; actives 0.18% (n = 360,000); AID 720708; note: % is set by controls: 0 for no effect and ±100 for the full control effect; nearly all actives have a fitted effect of over 45% in size; many of its hits are not listed in these tables
The depositor's hits bear a star; i = inactive; ? = inconclusive; . = not tested or not shown; & = joins results of further samples; [ ] = dose if it differs, or a comment. Calls come from the whole dose curve; as a rule, active = well fitted curve in the direction sought with a large enough effect; inconclusive = small, poorly fitted or top-dose-only effect, or another doubt; inactive = no such curve, though single readings can be large; an effect the other way counts as inactive or inconclusive. Potency is the fitted concentration of half-maximal effect.

1: CCOC(=O)C1CCN(S(=O)(=O)c2ccc3c(c2)CC(C)N3C(=O)C2CC2)CC1 (configuration not stated)
2: COc1ccc(Cl)cc1NC(=O)CN(C)CC(=O)Nc1ccc(S(N)(=O)=O)cc1
3: Cn1ncc(C#N)c1/N=C/N1CCCC1
4: CCC1=NN(C(=O)CCc2ccc3c(c2)OCO3)C(O)(C(F)(F)F)C1 (configuration not stated)
5: CCOc1ccc(/C=C/C(=O)OC(C)C(=O)NC2CCCCC2C)cc1OC (configuration not stated)
6: CC(C)CCN(CC(=O)NC1CCCC1)C(=O)C(=O)Nc1ccc2c(c1)OCCO2
7: CC1(C)CN(c2ccccc2)N(C(=O)c2ccc(C#N)cc2)C1=O
8: CCSc1ncc(Cl)c(C(=O)Nc2ccccc2OC)n1
9: CCn1cc(C(=O)NCC2CCCO2)c(=O)c2cc(S(=O)(=O)N3CCCCC3)ccc21 (configuration not stated)
10: Nc1nnc(Cc2c[nH]c3ccccc23)s1
entry no.,1,2,3,4,5,6,7,8,9,10
aSyn yeast inh,17%,0%,6%,-5%,0%,3%,-16%,0%,2%,3%
EPAC1 ag,-9%,-1%,1%,-1%,-3%,-5%,-8%,16%,1%,3%
EPAC2 agonist,-2%,12%,-1%,2%,-4%,-12%,4%,6%,8%,5%
EPAC1 antagonist,1%,-21%,8%,4%,-10%,-5%,10%,11%,-3%,0%
PTHR1 ag,-90%[inhibitor],-4%,-18%,-4%,i,i,-16%,-16%,-10%[57.5 µM],i
TDP43 rescue,5%,-13%,21%,1%,10%,15%,-7%,16%,-11%,-4%
FUS yeast rescue,23%,9%,12%,-1%,11%,24%,.,-14%,17%,0%
EPAC2 antagonist,-4%,3%,7%,4%,5%,-5%,15%,1%,2%,-3%

11: COc1ccc(COc2cc(-c3cccc(OC)c3)nc3ccc(NC(=O)c4ccc(C)cc4)cc23)cc1
12: Cc1ccc(S(=O)(=O)NC(CC(=O)n2nc(C)cc2C)c2ccccc2)cc1 (configuration not stated)
13: Oc1ccccc1CNc1cnc2ccccc2c1
14: COc1ccc(C)cc1N(CC(=O)NCCSCc1ccco1)S(=O)(=O)c1ccc(C)cc1
15: Cc1cc(N2CCN(CC(O)C(F)(F)F)CC2)c2ccccc2n1 (configuration not stated)
16: N#Cc1ccccc1
17: COc1cccc(NC(=O)COC(=O)c2nc3nccc(C)n3n2)c1
18: COc1cc(/C=C2/C(=O)N(c3ccc(C(=O)O)cc3)N=C2C)cc(OC)c1O
19: CCOc1ccccc1C(c1c(C)n(C)n(-c2ccccc2)c1=O)c1c(C)n(C)n(-c2ccccc2)c1=O
20: Cc1cccc(OCc2nnc(-c3ccc(F)cc3)o2)c1
entry no.,11,12,13,14,15,16,17,18,19,20
aSyn yeast inh,-14%,0%,-6%,20%,-3%,-1%,-13%,5%,2%,-2%[1.84 µM]
EPAC1 ag,-11%,1%,4%,6%,-14%,-17%,1%,5%,8%,-7%
EPAC2 agonist,10%,16%,12%,8%,-7%,9%,4%,3%,5%,8%
EPAC1 antagonist,-7%,-18%,-3%,6%,-4%,15%,5%,-8%,-4%,6%
PTHR1 ag,i,-5%[57.5 µM],-57%[inhibitor][57.5 µM],-23%,-19%,-12%,-21%,i,0%,i
TDP43 rescue,28%,14%,-24%,-17%,-22%,15%,-8%,-6%,0%,?
FUS yeast rescue,38%,19%,29%,?,18%,-31%,32%,22%,17%,28%
EPAC2 antagonist,6%,-7%,2%,-18%,-3%,-10%,9%,3%,-14%,-17%

21: COc1ccc(Br)cc1C(=O)Nc1ccc(C(=O)NCC(C)C)cc1
22: COc1ccc(/C=C2\SC(=S)N(CC(=O)Nc3nnc(C)s3)C2=O)cc1
23: Cc1ncc(CN2CCC(CO)(CCc3ccccc3)CC2)s1
24: COc1ccc(OCc2cccc(C(=O)O)c2)cc1
25: O=C1OC(c2ccccc2)c2ccccc21 (configuration not stated)
26: CCCCOc1ccc(N2C(=O)C(C)CNC2=S)cc1 (configuration not stated)
27: COc1ccc(/C=N/NC(=O)CN2CCCc3ccccc32)c(OC)c1
28: CCN(C(=O)COC(=O)c1cc(OC)c(OC)cc1[N+](=O)[O-])C1CCS(=O)(=O)C1 (configuration not stated)
29: O=C(/C=C\Nc1cccc(F)c1)c1ccc2c(c1)OCO2
30: CC(NC(=O)Cc1ccc(-c2ccccc2)cc1)c1ccccc1 (configuration not stated)
entry no.,21,22,23,24,25,26,27,28,29,30
aSyn yeast inh,6%,4%,2%,-15%,6%,2%,0%,2%,16%,-17%
EPAC1 ag,-1%,12%,17%,-1%,14%,6%,14%,-5%,-3%,6%
EPAC2 agonist,-9%,-6%,10%,6%,4%,-2%,5%,-3%,0%,3%
EPAC1 antagonist,-21%,13%,3%,10%,-5%,-6%,-27%,11%,-20%,9%
PTHR1 ag,-43%[inhibitor],i,i,-54%,i,-14%,-6%,-35%[inhibitor],-6%,i
TDP43 rescue,9%,6%,15%,1%,4%,7%,-8%,0%,16%,8%
FUS yeast rescue,-10%,-14%,-6%,.,23%,.,19%,-18%,.,0%
EPAC2 antagonist,-18%,4%,2%,7%,0%,0%,-12%,-1%,-8%,1%

31: NS(=O)(=O)c1cccnc1Nc1cccc(C(F)(F)F)c1
32: COc1ccccc1NC(=O)CSc1nnc(COc2ccc(Cl)cc2)n1Cc1ccco1
33: CCCN(CC1CC1)c1nc(C)nc(Nc2c(Cl)cc(Cl)cc2Cl)c1Cl
34: COc1ccc(N2C(S)=C(C#N)C(=O)NC2c2ccc(OC)c(OC)c2)cc1 (configuration not stated)
35: COC(=O)c1nn(Cc2ccccc2)c(=O)c2ccccc12
36: CC(=O)Nc1ccc(S(=O)(=O)N2CCN(Cc3ccccc3[N+](=O)[O-])CC2)cc1
37: CN(CC1CCCN(CCc2ccc(Cl)cc2)C1)C(=O)c1ccco1 (configuration not stated)
38: Cc1ccc(C(=O)CN(C(=O)c2ccc(Cl)c(Cl)c2)N2C(=O)C3C4C=CC(C4)C3C2=O)cc1 (configuration not stated)
39: CC(C)CNC(=O)c1cccc(NC(=O)COc2ccc([N+](=O)[O-])cc2)c1
40: Cc1ccc(CNCc2ccccc2Cl)s1
entry no.,31,32,33,34,35,36,37,38,39,40
aSyn yeast inh,0%,20%,-35%&-21%[inhibitor],0%,3%,1%,-6%,?,2%,-4%
EPAC1 ag,-12%,-3%,-9%,-4%,-2%,6%,-15%,5%,-12%,.
EPAC2 agonist,-5%,15%,8%,-4%,3%,9%,4%,10%,-3%,.
EPAC1 antagonist,-14%,1%,-1%,2%,9%,-5%,-8%,-4%,-25%,.
PTHR1 ag,i,-55%[inhibitor][57.5 µM],0%,-16%,i,-26%,-33%[inhibitor],-12%[57.5 µM],-21%,i
TDP43 rescue,7%,0%,10%,-27%[9.22 µM],?,-22%,-16%,-3%,-20%[0.397 µM],6%
FUS yeast rescue,-6%,28%,-34%,31%,.,6%,13%,11%,39%,-1%
EPAC2 antagonist,-7%,-11%,1%,4%,-1%,-8%,-6%,-8%,-16%,.

41: O=C(NCc1cccs1)C1Cc2c(-c3ccccc3Oc3ccccc3)ccnc2O1 (configuration not stated)
42: O=C(CSc1ccccn1)N1CCCC(Nc2ccccc2)C1 (configuration not stated)
43: COc1cccc(NC(=S)N(CCN2CCCCC2)Cc2ccco2)c1
44: COc1ccc(C2C(C#N)=C(N)N(c3ccccc3)C3=C2C(=O)CCC3)cc1Cn1cc([N+](=O)[O-])cn1 (configuration not stated)
45: COc1ccc(OC)c(-n2c(=S)[nH]c3cc(C(=O)N4CCN(c5ccccc5)CC4)ccc3c2=O)c1
46: O=C(O)c1cccc(S(=O)(=O)Nc2cccc(S(=O)(=O)Nc3ccc(Br)cc3)c2)c1
47: CCCSc1nnc(CNC(=O)C23CC4CC(CC(C4)C2)C3)n1Cc1ccccc1
48: COc1ccc(C(C(=O)NC(C)(C)C)N(C(=O)CCC(=O)Nc2cc(C)on2)c2cccc(C)c2C)cc1 (configuration not stated)
49: Cc1ccc(S(=O)(=O)CCC(=O)Nc2nc(C(C)(C)C)cs2)cc1
50: Cc1ccc(NC(=O)Nc2ccc(F)c(Cl)c2)cc1
51: COc1ccc(S(=O)(=O)N2CCCN(S(=O)(=O)c3ccc(OC)c(C)c3)CC2)cc1C
entry no.,41,42,43,44,45,46,47,48,49,50,51
aSyn yeast inh,12%,4%,-2%,-10%,0%,4%,9%,-1%,13%,-8%,3%
EPAC1 ag,4%,14%,2%,12%,-12%,1%,-10%,3%,-11%,-1%,10%
EPAC2 agonist,12%,10%,6%,-3%,2%,-4%,-1%,-2%,5%,10%,16%
EPAC1 antagonist,0%,-1%,-19%,-10%,-5%,-3%,-10%,13%,0%,-2%,-8%
PTHR1 ag,i,i,i,-4%,i,-15%,-1%,i,-23%,-30%[inhibitor],-5%[57.5 µM]
TDP43 rescue,0%,4%,.,-12%,8%,21%,26%,-8%,-5%,2%,-9%
FUS yeast rescue,34%,-14%,2%,25µM*,?,20%,40%,-1%,5%,4%,36%
EPAC2 antagonist,-7%,0%,0%,-5%,-3%,-2%,-2%,2%,-16%,-11%,-5%

Molecules above with fluorine (6):
4: CCC1=NN(C(=O)CCc2ccc3c(c2)OCO3)C(O)(C(F)(F)F)C1 (configuration not stated)
15: Cc1cc(N2CCN(CC(O)C(F)(F)F)CC2)c2ccccc2n1 (configuration not stated)
20: Cc1cccc(OCc2nnc(-c3ccc(F)cc3)o2)c1
29: O=C(/C=C\Nc1cccc(F)c1)c1ccc2c(c1)OCO2
31: NS(=O)(=O)c1cccnc1Nc1cccc(C(F)(F)F)c1
50: Cc1ccc(NC(=O)Nc2ccc(F)c(Cl)c2)cc1
entry no.,4,15,20,29,31,50
aSyn yeast inh,-5%,-3%,-2%[1.84 µM],16%,0%,-8%
EPAC1 ag,-1%,-14%,-7%,-3%,-12%,-1%
EPAC2 agonist,2%,-7%,8%,0%,-5%,10%
EPAC1 antagonist,4%,-4%,6%,-20%,-14%,-2%
PTHR1 ag,-4%,-19%,i,-6%,i,-30%[inhibitor]
TDP43 rescue,1%,-22%,?,16%,7%,2%
FUS yeast rescue,-1%,18%,28%,.,-6%,4%
EPAC2 antagonist,4%,-3%,-17%,-8%,-7%,-11%

An excerpt; the hit share may differ from the screen's.
